PKA-R2B activ: activators of human PKA-R2B complex; P22694+P31323; PKA-R2B holoenzyme dissociation, Cy5-IP20 fluorescence polarization; R2B truncated from residue 108, S112A mutant; 0% DMSO only, 100% 113 µM cGMP; activation, % at 11.4 µM; 340,000 compounds, 0.079% hits; AID 504700;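 active = activation above a cutoff set at the mean over all compounds plus 3 SD, cut at about 18% in these data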;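 also: higher means more holoenzyme dissociation and a rise in polarization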
Target sequence (P31323 whole entry, looked up, other chains not shown, the tested form may be a part): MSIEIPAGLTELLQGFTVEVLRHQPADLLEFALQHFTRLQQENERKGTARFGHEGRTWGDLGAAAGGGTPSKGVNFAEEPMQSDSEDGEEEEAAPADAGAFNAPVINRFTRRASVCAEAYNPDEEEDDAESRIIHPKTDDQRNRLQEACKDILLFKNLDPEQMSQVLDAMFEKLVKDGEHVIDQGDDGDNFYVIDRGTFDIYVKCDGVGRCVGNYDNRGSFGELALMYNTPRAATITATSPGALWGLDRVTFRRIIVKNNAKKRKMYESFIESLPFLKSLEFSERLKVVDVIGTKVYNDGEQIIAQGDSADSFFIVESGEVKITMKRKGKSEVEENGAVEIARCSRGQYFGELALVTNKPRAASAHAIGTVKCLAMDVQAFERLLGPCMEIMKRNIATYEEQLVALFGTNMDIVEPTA
Tat export inh: blocks Tat-dependent protein export in E. coli; E. coli MC4100 TorA-mCherry Tat export, fluorescence; 340,000 compounds, 0.036% hits; inhibition, % at 10 µM; AID 488895;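 active = mean replicate inhibition at least 50% and at least half of replicates individually reaching 50%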;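 also: exported cargo escapes ClpAP degradation while cytoplasmic cargo is degraded and loses fluorescence; 0% = median of neutral control wells and 100% = median of NaSCN control wells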
HTR5A inv ag: inverse agonist of human HTR5A in OPRM1-OPRD1 counter-screen. inhibition, % at 9.3 µM. 340,000 compounds, 0.083% hits. HTR5A cell line, luminescence, inverse agonism; in the data active = inhibition mostly above about 23%, no sharp cut-off; inactive = mostly below about 18%;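 also: 0% = cells with DMSO and 100% = no-cell wells with DMSO; some compounds called inactive have numbers as strong as hits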
SUMO Mot1 rescue: blocks SUMOylation pathway, rescuing yeast Mot1-301 growth; S. cerevisiae Mot1-301 growth rescue, ATP luminescence, 38.5C; percent above DMSO median, 100 means doubled; growth rescue, % at 18.8 µM; 320,000 compounds, 1% hits; AID 2716;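 active = every valid replicate shows activation above 250% relative to neutral control wells; inactive = the rest, any valid replicate at or below 250%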;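 also: OY570 slx delta 5 strain wells were the positive control but not used for scaling; some compounds called inactive have numbers as strong as hits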
CDK5 p35 inh: CDK5/p35 (human) kinase inhibition; AID 488839; inhibition, % at 10 µM; 330,000 compounds, 0.01% hits; Q00535+Q15078; Recombinant CDK5/p35, ADP-Glo luminescence, 60 min;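 active = highest replicate inhibition of at least 50% and at least 75% of replicates reaching 50%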;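 also: plate controls were DMSO neutral control for no effect and GW8510 at 10 µM for full effect; many of its hits are not listed in these tables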
PKA-R1A activ: activators of PKA-R1A complex | PKA-R1A dissociation, Cy5-IP20 fluorescence polarization; scaled: DMSO 0%, 113 µM cGMP 100% | AID 504707 | 340,000 compounds, 0.083% hits | activation, % at 11.4 µM | P00514+P68181;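 active = percent activation above the mean of all tested compounds plus 3 SD, cut at about 19% in these data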;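 also: higher means more PKAc released from R1A so a rise in polarization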
E coli growth: bacterial growth inhibition, counter-screen for AddAB inhibitors | E. coli V3065 growth, OD600 absorbance, 18 h | inhibition, % at 11.9 µM | 330,000 compounds, 0.27% hits | AID 449728;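 active = inhibition above the campaign's mean inhibition across all tested compounds plus 3 SD, cut at about 9.9% in these data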;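 also: uninfected addAB+ strain grown without phage in ampicillin broth; 0% = DMSO wells and 100% = ciprofloxacin 0.95 µg/ml wells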
AddAB inh: less growth of phage-infected E. coli with AddAB; E. coli expressing H. pylori AddAB, absorbance growth; 330,000 compounds, 0.29% hits; inhibition, % at 11.9 µM; in the data active = inhibition above about 12%;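 also: 0% = vehicle wells of infected cells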
DAGLB inhibitor: diacylglycerol lipase beta (human) inhibition. Q8NCG7. HEK293T DAGLB membrane lysate, EnzChek fluorogenic substrate. inhibition, % at 5.17 µM. 340,000 compounds, 0.059% hits. AID 504411; in the data active = inhibition above about 34%;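 also: 0% = enzyme with vehicle and 100% = wells lacking enzyme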
Target sequence (Q8NCG7 whole entry, looked up): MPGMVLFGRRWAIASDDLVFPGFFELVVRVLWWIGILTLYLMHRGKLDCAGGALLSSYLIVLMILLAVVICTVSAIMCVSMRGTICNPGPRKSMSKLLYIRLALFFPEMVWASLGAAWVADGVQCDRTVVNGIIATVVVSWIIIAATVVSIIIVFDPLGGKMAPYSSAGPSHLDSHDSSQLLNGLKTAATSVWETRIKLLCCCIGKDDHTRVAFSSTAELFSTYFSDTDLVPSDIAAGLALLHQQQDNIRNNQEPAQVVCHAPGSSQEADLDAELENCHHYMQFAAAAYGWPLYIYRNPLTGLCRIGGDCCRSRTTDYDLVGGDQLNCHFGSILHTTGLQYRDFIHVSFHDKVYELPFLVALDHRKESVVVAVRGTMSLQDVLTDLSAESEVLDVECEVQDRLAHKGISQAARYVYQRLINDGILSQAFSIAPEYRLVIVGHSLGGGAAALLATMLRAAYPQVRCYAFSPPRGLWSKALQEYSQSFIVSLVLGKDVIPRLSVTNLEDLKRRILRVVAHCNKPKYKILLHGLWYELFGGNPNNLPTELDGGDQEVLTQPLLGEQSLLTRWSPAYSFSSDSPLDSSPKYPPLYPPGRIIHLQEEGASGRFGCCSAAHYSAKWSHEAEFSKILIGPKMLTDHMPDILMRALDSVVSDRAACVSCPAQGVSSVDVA
HTR5A ag ctr: counter-screen for OPRM1-OPRD1 agonists: human HTR5A agonism; P47898; HTR5A agonist assay, luminescence, cell-based; activation, % at 9.3 µM; 340,000 compounds, 0.61% hits; in the data active = activation mostly above about 9.5%, no sharp cut-off; inactive = mostly below about 7.6%;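 also: 0% = cells with vehicle only and 100% = reference agonist; strong numbers were not always called active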
phage Ecoli inh: E. coli growth loss with phage present; growth absorbance; inhibition, % at 11.9 µM; 360,000 compounds, 0.26% hits; in the data active = inhibition above about 11%
* = called active by the depositor; . = no result given.

SMILES | PKA-R2B activ | Tat export inh | HTR5A inv ag | SUMO Mot1 rescue | CDK5 p35 inh | PKA-R1A activ | E coli growth | AddAB inh | DAGLB inhibitor | HTR5A ag ctr | phage Ecoli inh
CCCCN1C(=N)N([C@@H](C)CN2CCC[C@H]2CN2C(N)=NC[C@H]2C(C)C)C[C@H]1[C@H](C)CC | 1 | -7 | -3 | -8 | 1.3 | -1 | 2.5 | 1.3 | -1 | 1 | 2.3
CCOc1ccc(N2CC(C(=O)NCc3ccc4c(c3)OCO4)CC2=O)cc1 (stereo unspecified) | -6 | 1 | -17 | 40 | -1.4 | 0 | -1.8 | 0.4 | 0 | 6 | -1.6
COCCNC(=S)N(CCN(C)C)Cc1cc2cc3c(cc2[nH]c1=O)OCO3 | 2 | 1 | 5 | -1 | 0.5 | -5 | -0.3 | 1.2 | 0 | -1 | -1.6
Cc1cccc(CSc2nc3sc(C)c(C)c3c(=O)n2Cc2ccco2)c1 | -1 | 1 | 5 | 430 | 0.4 | -11 | -1.2 | 5.4 | -17 | -2 | 0.0
C=CCN1C(=O)/C(=C/c2ccsc2)SC1=S | 2 | -8 | -36 | 21 | -0.2 | 2 | 0.6 | 1.7 | 0 | 4 | 3.6
Cn1c(=O)c2c(=O)cc(NNC(=O)CC#N)[nH]c2n(C)c1=O | -11 | -1 | 24 | 68 | 1.2 | 1 | -3.5 | -1.3 | 2 | -9 | 2.0
O=C(c1ccc2c(c1)OCO2)N1CCCc2ccccc21 | 4 | -4 | -7 | -1 | -0.7 | 12 | 0.7 | 3.4 | 0 | 2 | 1.1
COc1ccc(C(CC(=O)O)NC(=O)COc2ccc(C)cc2)cc1OC (stereo unspecified) | -8 | -11 | 14 | 3 | 0.4 | -3 | -1.2 | 2.5 | 2 | -1 | -2.1
CCOC(=O)CSc1nnc(Cn2c(=O)sc3ccccc32)n1C | 2 | -20 | -29 | 2 | -0.3 | -9 | -2.4 | 2.4 | -4 | 11* | 2.4
O=C(COc1ccc([N+](=O)[O-])cc1)Nc1ccccc1C(=O)NC1CC1 | -7 | -9 | -11 | 628 | 0.1 | -5 | 2.4 | 2.2 | -2 | 5 | 1.4
CC1CCCCN1S(=O)(=O)c1ccc(-n2cnnn2)cc1 (stereo unspecified) | -3 | 8 | -7 | 4 | 1.2 | -7 | 1.3 | 2.3 | -1 | 4 | 4.4
CSc1nsc(SCC(=O)Nc2ccccn2)n1 | 0 | -7 | -13 | 6 | 1.6 | 5 | -2.2 | 1.6 | 2 | 3 | 2.6
CCc1nnc(N/N=C/c2cccs2)n1N | -3 | -13 | -20 | -23 | -0.1 | -5 | 2.3 | 9.5 | -1 | 4 | 4.9
COc1cc2c(cc1OC)C(c1ccc(Br)cc1)N(C(=O)c1ccccc1C(=O)O)CC2 (stereo unspecified) | -1 | 11 | -8 | -7 | -1.8 | -6 | 0.3 | 1.6 | 2 | 6 | 0.5
CCOC(=O)c1c(C)nc2c(c1-c1ccccc1)C(=O)CCC2 | 4 | -6 | 13 | 9 | -0.1 | -15 | -0.9 | 2.4 | -2 | 1 | 2.7
CSc1ccccc1NC(=O)CSc1nnc(CNC(=O)c2ccccc2F)n1C | 4 | -2 | -18 | 308* | -0.1 | 11 | 2.1 | 1.8 | 2 | 6 | 2.2
COc1ccc2c(COC(=O)c3n[nH]c4ccccc34)cc(=O)oc2c1 | 6 | 4 | 3 | 3 | -1.0 | 11 | 0.7 | 4.0 | 2 | 8 | 1.0
COc1ccc(NC(=O)C2CCN(S(=O)(=O)c3cn(C)nc3C)CC2)cc1 | -5 | -9 | 11 | 170 | -0.3 | 7 | 1.3 | 4.8 | 0 | 0 | 2.8
Cc1c(C(=O)Nc2ccc(S(=O)(=O)N(C)C3CCN(C)CC3)cc2)oc2ccccc12 | -6 | 5 | -7 | -2 | -2.9 | -6 | 0.9 | 1.6 | 1 | 3 | 1.9
CN(NC(=O)c1ccco1)c1nc2ccccc2nc1C(F)(F)F | 2 | -2 | 5 | 81 | 0.2 | -7 | -1.3 | 1.8 | -2 | -2 | 2.7
CNC(=O)c1ccc(NC(=O)CCNC(=O)Nc2ccccc2)cc1 | 13 | -2 | 7 | . | -1.0 | -3 | . | . | -1 | -2 | 2.4
CCCCN1C2CCCC1CC(NC(=O)c1cccc(Cl)c1)C2 (stereo unspecified) | -6 | 3 | -10 | 4 | 1.4 | -5 | -1.4 | 2.2 | -1 | 3 | 4.5
Cc1ccc(C)n1-c1ccncc1 | -2 | 1 | 11 | . | 1.1 | -9 | -1.4 | 1.9 | 2 | -4 | 3.5
COc1ccc(Cn2cc(C(=O)c3ccccc3)c(=O)c3cc(OC)ccc32)cc1 | 4 | 6 | 17 | 51 | 0.1 | -1 | 1.0 | 2.1 | -1 | -6 | 3.0
O=c1oc2ccccc2c2c1nc(C(F)(F)F)n2-c1ccccc1 | 3 | 1 | 25 | -1 | -1.6 | -7 | -1.9 | -3.1 | 1 | -8 | 2.9
CCOC(=O)CSc1nnc(CNC(=O)c2cccc(C)c2)n1-c1ccccc1OC | -1 | -1 | -2 | 0 | -0.5 | -3 | -0.2 | 2.0 | -3 | 0 | 0.2
CCOC(=O)C1CCCN(C(=O)Cn2sc3nc(C)cc(C)c3c2=O)C1 (stereo unspecified) | -4 | -14 | -15 | -3 | 13 | 1 | -0.4 | -0.6 | 2 | 5 | .
CC(NC(=O)COC(=O)c1cc(Cl)ccc1O)C1CC2CCC1C2 (stereo unspecified) | -10 | 5 | 2 | 60 | 1.2 | 5 | -1.9 | -0.1 | -9 | -1 | 0.9
CCn1c(CNC(=O)COc2ccc(C(C)C)cc2)nnc1SCC(=O)Nc1ccccc1C(C)C | -9 | 5 | 14 | -3 | 2.2 | -5 | 2.6 | 0.6 | 2 | 10 | 0.2
CC(NC(=O)COC(=O)CCC(=O)c1ccc(F)cc1)c1ccccc1 (stereo unspecified) | -2 | 3 | -7 | -11 | 1.0 | -14 | 1.4 | -0.2 | -4 | 3 | 1.3
O=C(CN1CCCCC1)NN(Cc1ccccc1)c1ccccc1 | -4 | 18 | 4 | 6 | -8.5 | -13 | -1.8 | 0.7 | 1 | -1 | 2.9
Cc1nnc(SCC(=O)NC(=O)NC(C)C)s1 | -11 | -15 | 13 | . | -1.1 | -7 | -0.4 | -0.2 | 1 | -5 | 2.7
Cc1cccc(C(C)C)c1NC(=O)c1c(-c2ccccc2)noc1C | -5 | -6 | 17 | -10 | -1.7 | 3 | -0.3 | 1.6 | -3 | 2 | -0.7
O=C1CC(N2CCN(Cc3ccc(Cl)cc3)CC2)C(=O)N1CCc1ccccc1 (stereo unspecified) | -1 | -2 | -2 | -9 | 0.2 | 4 | -2.7 | -3.5 | -3 | -6 | -2.8
Cc1nc(C)c(-c2csc(NCCc3ccccc3)n2)s1 | 0 | 0 | -12 | -13 | -1.9 | 1 | 0.1 | 2.6 | -6 | 1 | -0.6
O=C(Oc1ccc(N(Cc2cccs2)C2=NS(=O)(=O)c3ccccc32)cc1)c1ccco1 | -1 | -2 | 12 | 9 | 0.7 | -6 | -3.2 | 3.5 | 4 | 1 | 1.4
Cc1cccc(-c2ccc(NC(=O)C3CCN(CC4CC4)CC3)cc2)c1 | -3 | 3 | -15 | 5 | 0.6 | -4 | -2.7 | 1.3 | -2 | 4 | 1.1
CCN(CC(=O)NCc1cccs1)S(=O)(=O)c1cccc(Br)c1 | -15 | 3 | 9 | -5 | 1.8 | -5 | -0.2 | 0.5 | -2 | -1 | -1.9
CC1CC(=O)c2cnc(N3CCOCC3)nc2C1 (stereo unspecified) | 3 | -3 | -34 | -9 | 2.3 | 2 | 1.2 | 0.3 | 2 | -2 | 4.2
CC(=O)Nc1ccc(NC(=O)COC(=O)c2cc([N+](=O)[O-])ccc2N2CCOCC2)cc1 | -6 | -3 | 24 | 0 | 1.1 | -1 | 1.9 | 0.8 | 0 | -2 | -0.6
CN(C)c1ccc(NS(=O)(=O)c2ccc(Cl)cc2)cc1 | 0 | -7 | 2 | 3 | 1.3 | 2 | -0.6 | 1.2 | -2 | 0 | 1.7
COc1ccc(C2CC(c3c(-c4ccccc4)c4cc(Cl)ccc4[nH]c3=O)=NN2S(C)(=O)=O)cc1OC (stereo unspecified) | 6 | -15 | -10 | 38 | -1.5 | -6 | 0.7 | 0.1 | 3 | 0 | 1.0
COc1cc([N+](=O)[O-])ccc1NC(=S)Nn1cnnc1 | 1 | -8 | 5 | -33 | -1.1 | -12 | -1.2 | 3.5 | -1 | 1 | -1.2
Cc1ccc(NC(=O)C(=O)NCCc2c[nH]c3ccccc23)c(C)c1 | 3 | 4 | 4 | 1 | 1.0 | 5 | 2.1 | 3.5 | -3 | 5 | 2.5
C=CCC[C@@H](Cc1ccc(F)cc1)C(=O)OC[C@@H](Cc1ccccc1)NC(=O)[C@@H](CC=C)CC(=O)N[C@@H](CO)Cc1ccccc1 | 4 | -22 | 5 | 41 | -0.1 | -2 | -3.8 | -0.6 | 4 | 6 | -0.7
CC12CCC(C(=O)N3CCCc4ccccc43)(CC1=O)C2(C)C (stereo unspecified) | 0 | -3 | -6 | -16 | -0.6 | -6 | -4.2 | -1.3 | -3 | 2 | -2.0
CCOCCCN(Cc1ccco1)S(=O)(=O)c1csc(C(N)=O)c1 | -2 | -6 | -3 | 8 | . | 10 | 1.2 | 3.0 | -2 | 1 | 4.3
Nn1c(SCC(=O)N2CCCC2=O)nnc1-c1cccs1 | -11 | -2 | -6 | -16 | 1.3 | -9 | -0.9 | -0.8 | -2 | -1 | 0.5
O=C(CCNC(=O)c1ccc([N+](=O)[O-])cc1)NCCc1ccccc1 | 0 | 3 | -12 | -13 | -0.7 | -5 | -2.1 | 0.6 | 2 | 4 | 1.7
O=C(Nc1ccccc1C(F)(F)F)N1CCCC(O)C1 (stereo unspecified) | 3 | 7 | 0 | 16 | -1.7 | 7 | -0.8 | 0.1 | -1 | 0 | -0.1
Cc1ccccc1Nc1nnc(SCC(=O)c2c(N)n(C)c(=O)n(C)c2=O)s1 | 3 | 4 | -16 | 143 | 1.1 | -8 | -1.4 | 0.3 | -1 | 6 | 1.5
CCOC(=O)c1c(C)cc(C)[nH]c1=O | 6 | -1 | -15 | -3 | -2.6 | 9 | -0.5 | 5.0 | -3 | 6 | 1.6
COc1cccc2c1cc1c(=O)n(CC(=O)NCc3ccccn3)nc(C)n12 | -4 | 2 | -21 | 25 | 1.4 | -18 | 1.1 | 4.9 | 4 | 2 | .
COC(=O)c1cn(NC(=O)Cc2ccccc2Br)c(=O)c2ccccc12 | -2 | 13 | 17 | . | -12 | -12 | 1.9 | 0.9 | 0 | -1 | 0.6
